Screening results deposited in PubChem BioAssay by The Scripps Research Institute Molecular Screening Center.
M1 ag parental: counter-screen for M1 agonists: effect in parental CHO-K1 cells | Fluo-8 calcium fluorescence; scaled to maximal ATP response, vehicle zero | activation, % at 3 µM | 360,000 compounds, 0.48% hits | AID 602248; in the data active = activation above about 15%;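 note: untransfected CHO-K1 host cells lacking M1 receptor as counterscreen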
TAAR1 ag: human TAAR1 agonism; Q96RJ0; CHO RD-HGA16 TAAR1, Fluo-8 calcium fluorescence; vehicle wells 0%, saturating PEA agonist 100%; activation, % at 3 µM; 360,000 compounds, 0.99% hits;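 active = activation above the mean activation of all test compounds in the run plus 3 SD, cut at about 38% in these data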
Target sequence (Q96RJ0 whole entry, looked up): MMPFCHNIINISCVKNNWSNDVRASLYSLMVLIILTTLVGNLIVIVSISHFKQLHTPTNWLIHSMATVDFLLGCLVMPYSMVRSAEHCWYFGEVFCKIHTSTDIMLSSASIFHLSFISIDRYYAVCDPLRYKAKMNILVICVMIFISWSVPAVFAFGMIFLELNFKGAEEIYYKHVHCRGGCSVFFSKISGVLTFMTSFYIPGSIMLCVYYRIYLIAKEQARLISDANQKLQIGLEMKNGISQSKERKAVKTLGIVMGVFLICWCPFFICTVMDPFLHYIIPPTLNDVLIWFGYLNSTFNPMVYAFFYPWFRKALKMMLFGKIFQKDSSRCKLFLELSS
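Signal – calcium-sensitive Fluo-8 signal, excitation 470-495, emission 515-575 nm · System – RD-HGA16 (CHO) cells co-expressing Gα16 and hTAAR1 · Incubation – 17-24 h seeding, 75 min 37 °C dye, 30 min RT · Compound dosing – 3 µM single concentration · Repeats – no replicates (n 1)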
CHO-K1 Ca antag: counter-screen for M1 antagonists: effect in parental CHO-K1 cells | 360,000 compounds, 0.6% hits | ATP-induced calcium, Fluo-8 fluorescence | inhibition, % at 3 µM;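 active = inhibition above a per-plate cutoff, the plate's mean sample inhibition plus 3 SD, cut at about 24% in these data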;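 note: 0% = DMSO plus EC80 ATP and 100% = DMSO alone without ATP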
CHO parental Ca: counter-screen for OX1R antagonists: effect in parental CHO cells; parental CHO-K1, ATP-induced calcium, Fluo-8 fluorescence; inhibition, % at 5.6 µM; 330,000 compounds, 0.63% hits; AID 463079;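 active = inhibition above that plate's mean sample inhibition plus 3 SD, cut at about 26% in these data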;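 note: 0% = ATP-challenged DMSO wells and 100% = DMSO wells without ATP; some compounds past the cut are filed as inactive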
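Material – parental CHO cells · Reagent – ATP stimulus · Compound – single nominal dose of 5.6 µM per compound · Detection – Fluo-8 fluorescence · Read-out basis – percent inhibition of calcium signal · Controls – ATP-challenged DMSO wells low, unchallenged DMSO wells high · Repeats – no replicates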
M1 PAM parental: M1 PAM counterscreen hit in parental CHO-K1 cells. 360,000 compounds, 0.02% hits. ATP EC20, Fluo-8 calcium fluorescence; 0% at ATP EC20, 100% at ATP max. activation, % at 3 µM;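 active = activation above the run cutoff, the mean activation of all test compounds plus 3 SD, cut at about 40% in these data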;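 note: peak over basal fluorescence ratio in a 140 s read after ATP addition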
CHRM1 PAM: human CHRM1 positive allosteric modulation; P11229; CHO-K1 hM1, Fluo-8 calcium fluorescence, ACh EC20; 0% = ACh EC20, 100% = maximal ACh; activation, % at 3 µM; 360,000 compounds, 0.088% hits; in the data active = activation above about 19%, passing the limit was not always enough
Target sequence (P11229 whole entry, looked up): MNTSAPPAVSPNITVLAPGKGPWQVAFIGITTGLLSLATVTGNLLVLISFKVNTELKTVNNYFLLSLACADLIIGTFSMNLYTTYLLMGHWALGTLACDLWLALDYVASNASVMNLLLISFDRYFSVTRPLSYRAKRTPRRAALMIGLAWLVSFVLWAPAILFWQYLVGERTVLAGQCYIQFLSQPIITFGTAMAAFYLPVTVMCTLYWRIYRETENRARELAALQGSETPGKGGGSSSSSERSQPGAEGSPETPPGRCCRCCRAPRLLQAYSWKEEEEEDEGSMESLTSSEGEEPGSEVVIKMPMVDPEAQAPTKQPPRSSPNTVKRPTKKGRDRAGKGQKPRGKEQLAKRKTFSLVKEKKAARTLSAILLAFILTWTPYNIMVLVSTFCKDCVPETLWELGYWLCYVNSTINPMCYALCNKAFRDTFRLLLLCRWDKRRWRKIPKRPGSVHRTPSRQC
TAAR1 antagonist: human TAAR1 antagonism. AID 624466. inhibition, % at 3 µM. 360,000 compounds, 1.5% hits. CHO RD-HGA16 TAAR1, Fluo-8 calcium fluorescence, antagonist. Q96RJ0;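 active = inhibition above a per-plate cutoff, the mean inhibition of test compounds on that plate plus 3 SD, cut at about 49% in these data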;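 note: 0% = DMSO plus EC80 beta-PEA response and 100% = DMSO alone without agonist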
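System: CHO RD-HGA16 cells bearing hTAAR1. Reagent: EC80 β-phenethylamine stimulus. Schedule: seeding 17-24 h prior, 75-min 37 °C, 30-min RT dye loading. Signal: Fluo-8 intracellular calcium dye fluorescence, real-time kinetic reads. Read-out: % inhibition from peak post-agonist over basal fluorescence ratio. Benchmarks: vehicle wells and EC80 agonist wells. Replicates: n of 1.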
CHRM1 antagonist: human CHRM1 antagonism | P11229 | CHO-K1 hM1, Fluo-8 calcium fluorescence, ACh EC80 antagonist | inhibition, % at 3 µM | 360,000 compounds, 1.3% hits | AID 588852;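 active = percent inhibition above its own plate's cutoff, namely the mean of that plate's compound wells plus 3 SD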;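 note: peak over basal fluorescence ratio during 140 s after agonist addition; 0% = ACh EC80 plus DMSO and 100% = DMSO alone without agonist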
M1 ag: human M1 muscarinic receptor agonism | P11229 | CHO-K1 hM1, Fluo-8 calcium fluorescence, agonist mode; 0% DMSO, 100% acetylcholine EC100 | activation, % at 3 µM | 360,000 compounds, 0.33% hits | AID 588814;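 active = activation above the run's mean compound activation plus 3 SD, cut at about 16% in these data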;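 note: peak over basal fluorescence ratio within a 140 s kinetic read after compound addition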
* hit, by the source's call. Compounds were not picked by outcome. About 4.4% of those tested had a hit in this group.

For CCC(c1c(C)[nH]oc1=O)c1c(C)[nH]oc1=O the results were M1 ag parental 0.2, TAAR1 ag 1, CHO-K1 Ca antag -7, CHO parental Ca -2, M1 PAM parental -7, CHRM1 PAM 11, TAAR1 antagonist -4, CHRM1 antagonist -17 and M1 ag 2.
O=C1CC(NCC2CCCO2)C(=O)N1c1ccc(Cl)cc1 (stereo not given) was read as M1 ag parental 0.2, TAAR1 ag 2, CHO-K1 Ca antag 4, CHO parental Ca -12, M1 PAM parental 15, CHRM1 PAM 6, TAAR1 antagonist 3, CHRM1 antagonist 2 and M1 ag -6.
`COc1ccc(OC(C)C(=O)Nc2cccc([N+](=O)[O-])c2)cc1` (stereo not given) gave M1 ag parental 2.9, TAAR1 ag 2, CHO-K1 Ca antag 0, CHO parental Ca -8, M1 PAM parental 18, CHRM1 PAM 3, TAAR1 antagonist -7, CHRM1 antagonist -14 and M1 ag 2.
For COc1ccc(CNC(=O)c2cnc3cc(C)ccn3c2=O)cc1 the results were M1 ag parental 0.1, TAAR1 ag 0, CHO-K1 Ca antag -1, CHO parental Ca -10, M1 PAM parental 13, CHRM1 PAM 6, TAAR1 antagonist -6, CHRM1 antagonist -1 and M1 ag -5.
Screening CCN(CC)C(=O)C1=C(C)N(CCCOC)C(=O)C(CC(=O)NCc2ccco2)C1 (stereo not given) returned M1 ag parental 0.2, TAAR1 ag 2, CHO-K1 Ca antag -9, M1 PAM parental -1, CHRM1 PAM 4, TAAR1 antagonist -21, CHRM1 antagonist 13 and M1 ag -1.
Screening Cc1onc(-c2ccccc2)c1C(=O)Nc1nc(-c2ccc(F)c(F)c2)cs1 returned M1 ag parental 0.2, TAAR1 ag 39*, CHO-K1 Ca antag 13, CHO parental Ca -22, M1 PAM parental 9, CHRM1 PAM 1, TAAR1 antagonist -2, CHRM1 antagonist -27 and M1 ag -2.
For COc1cccc(CNC(=O)[C@@H]2CCCN2C(=O)[C@H]2CCCCN2C(=O)c2ccccc2)c1 the results were M1 ag parental 0.9, TAAR1 ag 1, CHO-K1 Ca antag -14, M1 PAM parental 12 and TAAR1 antagonist -5.
COc1ccc(Nc2nc(N)nc(CCl)n2)cc1 was read as M1 ag parental 2.7, TAAR1 ag 0, CHO-K1 Ca antag -2, CHO parental Ca -16, M1 PAM parental 14, CHRM1 PAM 7, TAAR1 antagonist -21, CHRM1 antagonist -4 and M1 ag -2.
O=C(COC(=O)C1(c2ccccc2F)CCCC1)Nc1ncc(C(F)(F)F)cc1Cl was read as M1 ag parental -0.1, TAAR1 ag -3, CHO-K1 Ca antag -5, CHO parental Ca -18, M1 PAM parental 10, CHRM1 PAM -14, TAAR1 antagonist -1, CHRM1 antagonist 4 and M1 ag -8.
Screening CCOc1ccccc1NC(=O)C(CC(C)C)NC(=O)C1CCCCC1 (stereo not given) returned M1 ag parental 0.1, TAAR1 ag 7, CHO-K1 Ca antag -8, CHO parental Ca -27, M1 PAM parental 6, CHRM1 PAM 12, TAAR1 antagonist 1, CHRM1 antagonist -6 and M1 ag -2.
`O=C(CSc1nc(=O)n2ccccc2n1)N1CCCCCC1` gave M1 ag parental 0.6, TAAR1 ag 0, CHO-K1 Ca antag -6, CHO parental Ca -9, M1 PAM parental 20, CHRM1 PAM 5, TAAR1 antagonist -23, CHRM1 antagonist 4 and M1 ag -3.
`CS(=O)(=O)N1CCN(c2ccc([N+](=O)[O-])c(SCc3ccco3)c2)CC1` gave M1 ag parental 0.7, TAAR1 ag 6, CHO-K1 Ca antag -8, CHO parental Ca -6, M1 PAM parental 17, CHRM1 PAM 2, TAAR1 antagonist -6, CHRM1 antagonist 0 and M1 ag -11.
For O=C(CN1CCC(C(=O)c2ccc3c(c2)OCCO3)CC1)NCc1ccc(F)cc1 the results were M1 ag parental 1.8, TAAR1 ag 1, CHO-K1 Ca antag -11, CHO parental Ca -23, M1 PAM parental -4, CHRM1 PAM 7, TAAR1 antagonist -6, CHRM1 antagonist 0 and M1 ag -5.
For CC1CC(C)CN(S(=O)(=O)N2CCCC(C(=O)NCCc3ccccc3)C2)C1 (stereo not given) the results were M1 ag parental 0.9, TAAR1 ag 1, CHO-K1 Ca antag -12, CHO parental Ca -22, M1 PAM parental 22, CHRM1 PAM 7, TAAR1 antagonist -10, CHRM1 antagonist -13 and M1 ag -3.
`O=C(NCc1ccc(F)cc1F)[C@@H]1CCCN1C(=O)[C@@H]1CCCN1C(=O)c1cccc(Cl)c1` gave M1 ag parental -0.5, TAAR1 ag -1, CHO-K1 Ca antag -20, M1 PAM parental 5 and TAAR1 antagonist -26.
`CCOC(=O)c1c(C)oc2c1c(C=NC1CCS(=O)(=O)C1)c(O)c1ccccc12` (stereo not given) gave M1 ag parental 0.2, TAAR1 ag 7, CHO-K1 Ca antag -3, CHO parental Ca -11, M1 PAM parental 16, CHRM1 PAM 7, TAAR1 antagonist -30, CHRM1 antagonist -8 and M1 ag -6.
For c1cc(-c2ccc(CN3CCOCC3)cc2)n2ccnc2c1 the results were M1 ag parental 0.5, TAAR1 ag 1, CHO-K1 Ca antag -12, M1 PAM parental 13, CHRM1 PAM 3, TAAR1 antagonist -16, CHRM1 antagonist -9 and M1 ag -5.
For CN(CC(=O)Nc1ccccc1Br)C(=O)C(Cc1ccccc1)NC(=O)c1ccccc1 (stereo not given) the results were M1 ag parental 5.4, TAAR1 ag 11, CHO-K1 Ca antag 7, CHO parental Ca -18, M1 PAM parental 7, CHRM1 PAM -2, TAAR1 antagonist 38, CHRM1 antagonist 6 and M1 ag -1.
`Cc1cccc(C)c1NC(=O)CSc1nnc(C2CCCCC2)o1` gave M1 ag parental 0.4, TAAR1 ag 6, CHO-K1 Ca antag 2, CHO parental Ca -26, M1 PAM parental -11, CHRM1 PAM -4, TAAR1 antagonist -10, CHRM1 antagonist 9 and M1 ag -4.
For Cc1[nH]nc2c1C(Cc1ccccc1)C(C#N)=C(N)O2 (stereo not given) the results were M1 ag parental 0.5, TAAR1 ag 6, CHO-K1 Ca antag -12, CHO parental Ca 2, M1 PAM parental 21, CHRM1 PAM 13, TAAR1 antagonist 17, CHRM1 antagonist -33 and M1 ag -1.
CN(C)CCN(C(=O)/C=C/c1cccs1)c1nc2c(F)cc(F)cc2s1 was read as M1 ag parental 2.3, TAAR1 ag 32, CHO-K1 Ca antag -1, CHO parental Ca -13, M1 PAM parental 16, CHRM1 PAM 6, TAAR1 antagonist 56*, CHRM1 antagonist 0 and M1 ag -6.
`Cc1ccc2c(c1)N(CCC(=O)NCC1COc3ccccc3O1)C(=O)CO2` (stereo not given) gave M1 ag parental 1.5, TAAR1 ag 6, CHO-K1 Ca antag -7, CHO parental Ca -12, M1 PAM parental 14, CHRM1 PAM 5, TAAR1 antagonist 16, CHRM1 antagonist -3 and M1 ag -5.
Screening Cc1ccc(OCCCC(=O)Nc2cc(Cl)ccc2-n2cncn2)cc1 returned M1 ag parental 0.6, TAAR1 ag -2, CHO-K1 Ca antag -3, CHO parental Ca -19, M1 PAM parental 4, CHRM1 PAM 0, TAAR1 antagonist -1, CHRM1 antagonist -4 and M1 ag -4.
For C#CCOCCOCCOCCNc1nc(N2CCOCC2)nc(N2CCN(C(=O)CCCCCCCCCCNC(=O)[C@@H](CCSC)n3cc(CCO)nn3)CC2)n1 the results were M1 ag parental 0.6, TAAR1 ag 12, CHO-K1 Ca antag 9, CHO parental Ca -22, M1 PAM parental -3, CHRM1 PAM 3, TAAR1 antagonist 23, CHRM1 antagonist 8 and M1 ag -7.
`COC1CCC2(C)C(=CCC3C4CC(O)CC4(C)CCC32)C1` (stereo not given) gave M1 ag parental 2.8, TAAR1 ag 2, CHO-K1 Ca antag -15, M1 PAM parental 12, CHRM1 PAM -13, TAAR1 antagonist 36, CHRM1 antagonist 23 and M1 ag 1.
Screening O=C(NCC1CCCO1)c1ccc2c(=O)n(Cc3ccco3)c(SCC(=O)N3CCCC3)nc2c1 (stereo not given) returned M1 ag parental 5.0, TAAR1 ag 14, CHO-K1 Ca antag -2, CHO parental Ca -13, M1 PAM parental 19, CHRM1 PAM 9, TAAR1 antagonist -12, CHRM1 antagonist 1 and M1 ag -3.
`CN(C)S(=O)(=O)c1ccc(Cl)c(C(=O)NNC(=O)c2ccc3c(c2)OCO3)c1` gave M1 ag parental 0.5, TAAR1 ag 15, CHO-K1 Ca antag -22, CHO parental Ca 1, M1 PAM parental 17, CHRM1 PAM 4, TAAR1 antagonist 1, CHRM1 antagonist -9 and M1 ag 0.
`CC1CC(C)(C)NC(=S)N1CC(=O)N1CCN(Cc2ccc3c(c2)OCO3)CC1` (stereo not given) gave M1 ag parental 1.3, TAAR1 ag 0, CHO-K1 Ca antag -13, CHO parental Ca -2, M1 PAM parental 10, CHRM1 PAM 11, TAAR1 antagonist -6, CHRM1 antagonist -18 and M1 ag -4.

Of the compounds above, these contain fluorine:
Screening Cc1onc(-c2ccccc2)c1C(=O)Nc1nc(-c2ccc(F)c(F)c2)cs1 returned M1 ag parental 0.2, TAAR1 ag 39*, CHO-K1 Ca antag 13, CHO parental Ca -22, M1 PAM parental 9, CHRM1 PAM 1, TAAR1 antagonist -2, CHRM1 antagonist -27 and M1 ag -2.
O=C(COC(=O)C1(c2ccccc2F)CCCC1)Nc1ncc(C(F)(F)F)cc1Cl was read as M1 ag parental -0.1, TAAR1 ag -3, CHO-K1 Ca antag -5, CHO parental Ca -18, M1 PAM parental 10, CHRM1 PAM -14, TAAR1 antagonist -1, CHRM1 antagonist 4 and M1 ag -8.
For O=C(CN1CCC(C(=O)c2ccc3c(c2)OCCO3)CC1)NCc1ccc(F)cc1 the results were M1 ag parental 1.8, TAAR1 ag 1, CHO-K1 Ca antag -11, CHO parental Ca -23, M1 PAM parental -4, CHRM1 PAM 7, TAAR1 antagonist -6, CHRM1 antagonist 0 and M1 ag -5.
`O=C(NCc1ccc(F)cc1F)[C@@H]1CCCN1C(=O)[C@@H]1CCCN1C(=O)c1cccc(Cl)c1` gave M1 ag parental -0.5, TAAR1 ag -1, CHO-K1 Ca antag -20, M1 PAM parental 5 and TAAR1 antagonist -26.
CN(C)CCN(C(=O)/C=C/c1cccs1)c1nc2c(F)cc(F)cc2s1 was read as M1 ag parental 2.3, TAAR1 ag 32, CHO-K1 Ca antag -1, CHO parental Ca -13, M1 PAM parental 16, CHRM1 PAM 6, TAAR1 antagonist 56*, CHRM1 antagonist 0 and M1 ag -6.
